# SUMO Mot1 rescue – yeast Mot1-301 growth rescue at high temperature, primary screen, SUMOylation pathway inhibitor project, S. cerevisiae, ATP luminescence, 38.5C. 1% of 320,000 active. S. cerevisiae Mot1-301 growth rescue; percent above DMSO median, 100 means doubled. growth rescue, % at 18.8 µM;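 active = every valid replicate shows activation above 250% relative to neutral control wells; inactive = the rest, any valid replicate at or below 250%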;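 also: OY570 slx delta 5 strain wells were the positive control but not used for scaling; some compounds called inactive have numbers as strong as hits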
# SR-BI DiI-HDL act – activators of SR-BI mediated DiI-HDL uptake, primary screen, ldlA[mSR-BI] CHO cells, DiI fluorescence. 3 h; 100 = double the neutral-control signal. activation, % at 12.5 µM. 0.096% of 320,000 active;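 active = mean replicate activation of at least 60% and every replicate at or above 60%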;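 also: 0% = median plate neutral-control signal and 100% = twice that signal; values of inactives mirror those of a sister screen read the other way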
#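 Material – SR-BI-overexpressing, LDLR-lacking CHO cells · Medium – BSA-supplemented, HEPES-buffered Ham's F12, pH 7.4 · Doses – single concentration · Times – compound with DiI-HDL co-incubation, 3 h at 37 °C · Measured by – bottom-read fluorescence, 550/595 nm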
# PKA-R1A act – activators of PKA-R1A holoenzyme, primary screen, biochemical, fluorescence polarization, Cy5-IP20, bovine R1A, mouse PKAc. cAMP-dependent protein kinase type I-alpha regulatory subunit (Bos taurus) + …. PKA-R1A dissociation; scaled: DMSO 0%, 113 µM cGMP 100%. activation, % at 11.4 µM. 0.083% of 340,000 active;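 active = percent activation above the mean of all tested compounds plus 3 SD, cut at about 19% in these data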;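 also: higher means more PKAc released from R1A so a rise in polarization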
# SR-BI DiI inh – inhibitors of SR-BI mediated HDL lipid uptake, primary screen, ldlA[mSR-BI] cells, fluorescence, single point | 0.96% of 320,000 active | Scavenger receptor class B member 1 (Mus musculus), Q61009 | ldlA[mSR-BI] CHO cells, DiI-HDL uptake fluorescence, 3 h | inhibition, % at 12.5 µM;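 active = mean replicate inhibition of at least 70% and a set share of replicates each scoring 70 or more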;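 also: 0% = median of neutral control wells and 100% = median of positive control wells; values of inactives mirror those of a sister screen read the other way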
# dFosB act – activators of delta FosB homodimer, primary screen, biochemical, fluorescence polarization, TAMRA-CDK5 oligo, single point; Protein FosB (Mus musculus), P13346; purified delta FosB; percent of positive-control signal above neutral wells; activation, % at 25 µM; 0.99% of 340,000 active; AID 493131, 2011;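 active = mean activation above about 17%, with every replicate also reaching it, limit read from the data, passing the limit was not always enough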;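 also: fluorescence polarization rise as delta FosB binds a TAMRA Cdk5 AP-1 oligo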
# NSD2 HMT inh – NSD2 histone methyltransferase inhibitors, primary screen, biochemical, AlphaScreen, single concentration, set 2 | NSD2 peptide methylation, 120 min | inhibition, % at 12.5 µM | 0.54% of 310,000 active | Histone-lysine N-methyltransferase NSD2 (Homo sapiens), O96028; in the data active = inhibition above about 50%
# PKA-R2B activ – activators of PKA-R2B holoenzyme, primary screen, biochemical, fluorescence polarization, Cy5-IP20, human | cAMP-dependent protein kinase catalytic subunit beta (Homo sapiens) + cAMP-dependent … | PKA-R2B holoenzyme dissociation; R2B truncated from residue 108, S112A mutant; 0% DMSO only, 100% 113 µM cGMP | activation, % at 11.4 µM | 0.079% of 340,000 active | AID 504700, 2011;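 active = activation above a cutoff set at the mean over all compounds plus 3 SD, cut at about 18% in these data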;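 also: higher means more holoenzyme dissociation and a rise in polarization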
# CDK5 p35 inh – inhibitors of human CDK5/p35 kinase, primary screen, biochemical, single concentration; inhibition, % at 10 µM; Recombinant CDK5/p35, ADP-Glo luminescence, 60 min; AID 488839, 2010; 0.01% of 330,000 active; Cyclin-dependent kinase 5 (Homo sapiens) + Cyclin-dependent kinase 5 activator 1 (Homo …;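 active = highest replicate inhibition of at least 50% and at least 75% of replicates reaching 50%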;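 also: plate controls were DMSO neutral control for no effect and GW8510 at 10 µM for full effect; many of its hits are not listed in these tables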
# MITF TRPM1 HTS – activators of MITF-driven TRPM1 promoter reporter, primary screen, cell-based, SK-MEL-5, luciferase, single point; 0.75% of 300,000 active; SK-MEL-5 TRPM1-promoter luciferase, 24 h; % of positive control, neutral wells = 0; activation, % at 12.5 µM;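 active = mean activation of at least 80% with every replicate also reaching 80%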;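 also: 0% = neutral control wells and 100% = parthenolide positive control wells; values of inactives mirror those of a sister screen read the other way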
# Arr AP2 block – inhibitors of beta-arrestin/AP2 binding, primary screen, biochemical, GPCR trafficking, flow cytometry; beta-arrestin 1 C-terminal peptide binding to AP2 beta2-adaptin appendage (human); 0.31% of 340,000 active; inhibition, % at 10 µM; AID 504490, 2011; FITC-arrestin peptide / GST-AP2 beads; AP2 beta2 appendage carries R879A mutation;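 active = inhibition above a set limit, near 3 SD of compounds lacking own fluorescence, cut at about 54% in these data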;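 also: plate controls were DMSO wells for no effect and 5 µM unlabelled arrestin peptide for full effect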
#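 Assay system: GST-AP2 R879A bound to glutathione beads, E. coli-expressed; Medium: PBS with 0.05% Tween 20 and 0.1% BSA; Also added: fluorescein-tagged arrestin peptide at 50 nM final; Timing: 12 min plus 1 h, RT; Measured by: flow cytometry, FL1 (488/535 nm); Evaluation: percent drop in bead-associated FITC signal.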
# DSG3 Ab inh – inhibitors of pemphigus antibody binding to DSG3, primary screen, biochemical, bead-based, flow cytometry, scFv-GFP. 0.48% of 310,000 active. binding (percent of control), % at 10 µM. DSG3-coupled beads, scFv-anti-DSG3-GFP binding; stronger effect = lower value. Desmoglein-3 (Homo sapiens), P32926. AID 588358, 2011;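 active = binding more than 3 SD below its plate's average and above zero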;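 also: hits lower antibody fragment binding to DSG3; some compounds called inactive have numbers as strong as hits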
# Target sequence (P32926 whole entry, looked up, the tested form may be a part): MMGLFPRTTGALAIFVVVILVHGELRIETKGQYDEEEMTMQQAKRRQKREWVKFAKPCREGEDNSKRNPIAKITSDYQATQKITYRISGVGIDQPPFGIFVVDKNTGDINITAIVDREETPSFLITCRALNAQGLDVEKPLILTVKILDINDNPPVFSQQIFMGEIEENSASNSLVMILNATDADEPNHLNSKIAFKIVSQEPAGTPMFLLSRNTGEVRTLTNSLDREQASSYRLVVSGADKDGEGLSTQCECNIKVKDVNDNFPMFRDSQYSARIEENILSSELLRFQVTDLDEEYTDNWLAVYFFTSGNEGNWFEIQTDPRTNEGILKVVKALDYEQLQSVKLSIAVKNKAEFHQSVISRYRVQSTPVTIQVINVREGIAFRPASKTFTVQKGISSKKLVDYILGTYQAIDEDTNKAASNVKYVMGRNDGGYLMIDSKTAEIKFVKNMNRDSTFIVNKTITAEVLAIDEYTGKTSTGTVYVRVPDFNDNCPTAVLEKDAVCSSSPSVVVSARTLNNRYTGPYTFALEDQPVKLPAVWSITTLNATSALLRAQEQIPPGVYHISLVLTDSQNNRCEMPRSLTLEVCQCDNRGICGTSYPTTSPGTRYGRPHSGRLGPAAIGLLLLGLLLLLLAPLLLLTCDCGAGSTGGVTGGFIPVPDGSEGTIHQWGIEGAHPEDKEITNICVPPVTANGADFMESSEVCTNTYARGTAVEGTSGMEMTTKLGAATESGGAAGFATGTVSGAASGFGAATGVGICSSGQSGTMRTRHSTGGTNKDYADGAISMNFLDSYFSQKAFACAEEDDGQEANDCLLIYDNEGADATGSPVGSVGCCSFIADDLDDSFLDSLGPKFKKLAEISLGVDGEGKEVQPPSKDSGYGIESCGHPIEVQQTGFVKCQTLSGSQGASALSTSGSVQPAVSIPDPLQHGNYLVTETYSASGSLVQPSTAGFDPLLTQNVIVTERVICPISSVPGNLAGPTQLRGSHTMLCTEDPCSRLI
# Starred values were filed as active, the others as inactive; x = no result given.
SMILES,SUMO Mot1 rescue,SR-BI DiI-HDL act,PKA-R1A act,SR-BI DiI inh,dFosB act,NSD2 HMT inh,PKA-R2B activ,CDK5 p35 inh,MITF TRPM1 HTS,Arr AP2 block,DSG3 Ab inh
CC(=O)N1c2ccc(C)cc2C(c2ccccc2)CC1C (configuration not stated),-26,9,1,-9,2,-3,-2,-0.6,x,6,114
Cc1ccc(S(=O)(=O)N2CCCC(C(=O)NCc3ccccc3F)C2)cc1 (configuration not stated),1,8,2,-8,-6,-3,3,-0.1,0,0,108
COC(=O)c1c(C)[nH]c(C(=O)OCC(=O)N(CC(C)C)c2c(N)n(Cc3ccccc3)c(=O)[nH]c2=O)c1C,3,-50,12,50,-5,0,-6,0.5,1,13,97
Cc1ccc(S(=O)(=O)N(C)C)cc1NC(=O)Nc1ccccc1,-2,-4,-6,4,-4,12,5,-1.9,-3,23,104
Cn1c(=O)oc2cc(S(=O)(=O)N3CCC4(CC3)OCCO4)ccc21,13,10,-3,-10,-3,-3,-1,-2.6,-9,-10,101
Cc1cc(C)c(S(=O)(=O)N2CCCC(C(=O)N3CCOCC3)C2)c(C)c1 (configuration not stated),-25,x,-10,-20,-3,-2,6,0.2,0,-8,112
COc1ccccc1-c1nnc(SCC(=O)Nc2ccc3[nH]c(=O)[nH]c3c2)n1N,-31,12,-13,-12,0,-1,-9,2.1,-5,-8,128
CCN(CC)c1ccc(S(=O)(=O)N2CCOCC2)cc1NC(=O)COC(=O)/C=C/c1ccco1,x,-9,-11,9,-13,-2,-9,-0.9,1,-3,x
COC(=O)C(=C/C(C)=C/c1cccnc1)C(=O)OC,35,18,-12,-18,-10,6,-2,0.5,-44,0,89
COc1ccc(-c2csc(Cc3nnc4n3CCCCC4)n2)cc1,x,-3,5,3,2,-2,-10,-1.5,-8,5,100
O=C(CN1C(=O)NC2(CCCC2)C1=O)Nc1ccc(F)c(F)c1F,-4,1,-3,-1,2,-3,-9,-0.6,x,-12,x
Cc1ccc2nc(COC(=O)c3ccc(Cl)nc3)cc(=O)n2c1,11,-3,-3,3,4,2,2,-1.4,2,3,97

# Single values from above.
# Cc1ccc2nc(COC(=O)c3ccc(Cl)nc3)cc(=O)n2c1 | SR-BI DiI-HDL act: -3
# Cc1ccc(S(=O)(=O)N(C)C)cc1NC(=O)Nc1ccccc1 | PKA-R1A act: -6

# Later entries.
SMILES,SUMO Mot1 rescue,SR-BI DiI-HDL act,PKA-R1A act,SR-BI DiI inh,dFosB act,NSD2 HMT inh,PKA-R2B activ,CDK5 p35 inh,MITF TRPM1 HTS,Arr AP2 block,DSG3 Ab inh
Cn1c(SCc2cc(=O)[nH]c3ccccc23)nnc1-c1ccc(Br)cc1,134,-5,4,5,0,-3,3,0.5,7,-5,98
O=C(NCC1CCCO1)c1ccc(-c2cccc(C(F)(F)F)c2)o1 (configuration not stated),-13,2,-5,-2,-12,-5,2,-2.3,16,6,103
Cn1c(=O)[nH]c(=O)c2c1nc(SCCC(=O)O)n2Cc1cccc(Br)c1,-6,38,-8,-38,-7,-1,8,1.9,x,5,115
Cc1noc(C)c1C(=O)NCc1cccs1,3,5,-4,-5,6,-3,5,0.0,5,-2,104
Cc1ccc(NC(=O)CCC(=O)NNS(=O)(=O)c2ccc(Cl)cc2)cc1C,3,2,-10,-2,6,1,-4,-0.1,-9,0,x
O=C(CSC1=NCCS1)Nc1nc(-c2ccccc2)cs1,12,10,-12,-10,-11,0,-1,-0.8,24,-9,113
CCOc1cc2[nH]c(=S)n(CC3CCCN3CC)c(=O)c2cc1OCC (configuration not stated),63,2,-5,-2,3,15,7,-3.1,x,-2,111
O=C(NCc1ccccc1Cl)C(=O)NCC1OCCN1S(=O)(=O)c1ccc(F)cc1 (configuration not stated),-9,-5,0,5,-5,-1,-4,-1.9,4,24,105
CCOc1ccc(OCC)c(Nc2cc(C)nc3ncnn23)c1,3,-15,-9,15,9,x,0,0.9,-7,7,105
CC(C)(C)OC(=O)[C@H](Cc1ccccc1)NC(=O)c1nc[nH]c1C(=O)N1CCNCC1,-4,11,2,-11,-6,x,1,0.9,-1,-8,108
CCOC(=O)N1N=C(c2ccc(OC)cc2)CC1(O)C(F)(F)F (configuration not stated),189,-3,-8,3,-7,3,-9,2.1,47,-10,85
Cc1cc(N2CCCC2)ccc1/C=C1\NC(=S)N(C)C1=O,9,-63,-3,63,2,9,-1,1.4,79,-12,157
Cc1ccc(CSC2=Nc3ccccc3C3=NC(=O)CN23)cc1,-2,36,-5,-36,-25,0,-6,0.0,14,-2,105
COc1ccc([C@H]2CC(=O)C=C(c3cc(C)ccc3F)C2)cc1,11,-51,-1,51,-3,x,-5,-1.8,-1,2,93
COc1cc(/C=N/NC(=O)c2cc(-c3ccc4c(c3)OCO4)n[nH]2)ccc1O,-22,-42,-10,42,2,10,-3,1.9,3,3,97
OCC1(Cc2ccc(Cl)cc2)CCN(Cc2ccc3nsnc3c2)CC1,77,-10,-8,10,-3,-4,6,0.5,10,17,100
CCCCOc1ccc(C(=O)NCC(=O)NCC(c2ccc(F)cc2)N2CCOCC2)cc1 (configuration not stated),231,8,-15,-8,-2,-5,-2,-1.3,1,-15,102
CCC(C)(C(=O)NC1CCCC1)N(C(=O)c1ccccn1)c1ccccc1 (configuration not stated),-2,2,7,-2,-1,16,-4,-0.7,9,41,100
COc1ccc(Cl)cc1NC(=S)NCCO,9,-5,-5,5,-5,-4,10,0.2,6,15,97
COc1ccccc1C(CNC(=O)c1cccc(S(=O)(=O)N2CCCc3ccccc32)c1)N(C)C (configuration not stated),x,1,-4,-1,-3,3,-7,2.3,24,2,x
CS(=O)(=O)N1CCN(c2ccccc2NC(=O)c2cccs2)CC1,67,-40,-5,40,-11,-2,2,-2.0,25,0,109
CC(=O)CCC(=O)N1CCC(n2nccc2NC(=O)c2ccccc2C)CC1,5,0,-2,0,-10,-2,2,0.7,-5,22,108
Cc1ccc(Sc2cnn(-c3ccccc3)c(=O)c2Cl)cc1,-10,-19,9,19,-2,-2,3,-0.1,-54,8,94
CCn1c(=Nc2ccc(N3CCOCC3)cc2)ccc2ccccc21,-7,12,-13,-12,3,3,-9,-0.4,x,3,x
COc1ccc(-c2cc(N3CCCC3)n3ncnc3n2)cc1,-32,-17,-7,17,-30,-1,3,0.2,9,4,100
NCCCn1c(C(=O)c2cc(Cl)c(N)c(Cl)c2)c2ccccc2[n+]1[O-],0,-29,4,29,3,x,-6,2.5,-8,2,101
CC(C#CCN1CCCCC1)OCCOCc1ccccc1 (configuration not stated),433,31,-3,-31,3,3,-13,-0.5,4,27,107
CCOc1ccc(NC(=O)CSc2nnc(Cc3cccn3C)n2-c2ccc(F)cc2)cc1,7,-36,2,36,-28,x,-8,-0.3,x,3,107
O=c1[nH]c(SCCOc2ccccc2)nc2ccccc12,-24,-17,-3,17,-1,-9,2,-2.0,26,-6,108
Cc1cccc(OCC(=O)OC(C)C(=O)Nc2ccc(Cl)cn2)c1 (configuration not stated),3,11,4,-11,-12,-5,-14,-1.6,-1,32,64
CCOC(=O)c1c(-c2ccccc2)oc2ccc(OCC(O)CN(C)C)cc12 (configuration not stated),15,-2,-8,2,-38,7,3,0.7,-48,-2,x
Cc1nc(N)sc1N=Nc1c(C)n(C)n(-c2ccccc2)c1=O,-13,7,11,-7,-5,-14,-2,-0.2,-4,8,91
Cc1ccccc1C(=O)N1CCN(c2ccc(N3CCOCC3)nn2)CC1,0,11,-8,-11,-1,24,-10,0.7,-3,20,97
Cn1c(=O)c2c(nc(CN3CCOCC3)n2Cc2ccccc2)n(C)c1=O,x,23,-2,-23,3,-1,-8,0.5,x,-4,96
CC(C)c1ccc2[nH]c3nc(SCC(=O)NC4CC4)nnc3c2c1,32,x,-1,x,30*,-3,3,-0.2,6,11,x
S=C(NCCCc1ccccc1)Nc1ccc(Br)cc1,73,20,4,-20,-11,-6,2,3.0,4,3,112
CC(/C=N/Nc1nc(C)cc(=O)[nH]1)=C\c1ccccc1,1,11,-8,-11,-9,0,-15,-6.9,48,-6,87
COC(=O)c1cc(S(=O)(=O)N2CCOCC2)ccc1Sc1ccccc1N,12,4,5,-4,4,-5,1,0.6,-24,2,102
COc1ccccc1C1Nc2cccc3cccc(c23)N1,-7,-19,-12,19,-6,17,-3,1.8,x,39,97
Cc1ccc(C(=O)NC(c2ccccc2)C(Cl)Cl)cc1 (configuration not stated),-1,36,-21,-36,-10,-5,-14,-0.9,8,0,101
CCC(=O)OCc1cc(=O)oc2ccc3ccccc3c12,-5,12,4,-12,-37,-4,8,-1.2,-2,-2,117
CC(=O)Oc1ccc(N(c2ccccc2)S(=O)(=O)c2ccc(C)cc2)cc1,3,x,-8,x,-2,-5,-10,-0.5,-3,-12,92
CCn1c(CNc2ccccc2Cl)nnc1SCC(=O)NCc1ccccc1,-1,-31,5,31,-7,-1,-8,0.4,-4,3,100
CNC(=S)N(Cc1ccc(OC)cc1)Cc1cc2cccc(C)c2[nH]c1=O,-7,-10,4,10,-1,2,-4,2.6,-6,32,104

# Compound activity (PubChem BioAssay)
